# S-ASM inh: inhibitors of human secretory acid sphingomyelinase; P17405; placental ASM, HMU-PC fluorogenic substrate, 60 min; actives 0.006% (n = 340,000); Potency, µM (top dose mostly 57.5 µM), for inactives: top-dose activity change, negative = inhibition, hits mostly inhibitors; AID 504937; note: potency is the fitted concentration of half-maximal effect
#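 qHTS format. ASM enzyme prepared from human placenta hydrolyses the fluorogenic substrate HMU-PC0 (9 uM final) over 60 min at 37 °C after a 10 min compound preincubation.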
# GALK inhibitor: blocks human galactokinase activity; P51570; Purified GALK, Kinase-Glo residual ATP luminescence; Potency, µM (doses to about 57.5 µM), for the others: at the top dose activity change, negative = inhibition, most hits filed as inhibitors; actives 0.007% (n = 270,000); AID 1868; note: potency is the fitted concentration of half-maximal effect; % is set by controls: 0 for no effect and ±100 for the full control effect
# Target sequence (P51570 whole entry, looked up): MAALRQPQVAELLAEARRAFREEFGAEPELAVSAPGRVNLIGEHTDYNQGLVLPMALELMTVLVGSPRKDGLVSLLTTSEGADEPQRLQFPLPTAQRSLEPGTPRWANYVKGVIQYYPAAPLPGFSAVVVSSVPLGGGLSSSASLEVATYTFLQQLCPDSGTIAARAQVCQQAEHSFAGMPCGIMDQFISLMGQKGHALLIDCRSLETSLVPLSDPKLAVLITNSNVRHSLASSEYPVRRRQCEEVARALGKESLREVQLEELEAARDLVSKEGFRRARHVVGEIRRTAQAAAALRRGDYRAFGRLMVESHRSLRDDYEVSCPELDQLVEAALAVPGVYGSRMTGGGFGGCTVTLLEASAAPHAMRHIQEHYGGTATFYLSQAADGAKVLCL
#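 5 nM enzyme, 35 uM ATP, 100 uM galactose, 20 mM HEPES pH8.0, 5 mM MgCl2; 1 h RT; residual ATP by Kinase-Glo Plus luminescence, qHTS format.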
# BCR signal inh: inhibitors of chronic active B-cell receptor signaling; ABC-DLBCL IkBa-CBG/CBR reporter, luminescence ratio, 4 h; Potency, µM (series often up to 46.1 µM), for the others: at the highest dose ratio change, negative = lower green/red ratio, most hits filed as inhibitors; actives 0.05% (n = 340,000); AID 493014; active = well fitted inhibition curve with a large enough effect in the signal ratio, with a control signal flat, not every such curve was filed as active; inconclusive = small, poorly fitted or top-dose-only effect, or effect the other way, or a change in a side signal; the % refers to the signal ratio;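 note: potency is the fitted concentration of half-maximal effect; plate controls were basal doxycycline-induced cells for no effect and cells given 10 µM MG132 for full effect; MG132 reads +100%, hits lower the ratio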
#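 TMD8 ABC-DLBCL cells carrying doxycycline-inducible green luciferase fused to IkappaBalpha plus unfused red luciferase were exposed to compounds (up to 46 uM) for 4 hrs at 37C. Activity came from the overlap-corrected green/red luminescence ratio.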
# PKM2 activator: activators of human pyruvate kinase M2. P14618. purified PKM2, Kinase-Glo ATP luminescence, activation; response scale: 0% is enzyme alone, no compound. Potency, µM (doses to about 57.5 µM), for the others: at the highest dose activation, hits mostly activators. actives 0.34% (n = 260,000); note: potency is the fitted concentration of half-maximal effect; % is set by controls: 0 for no effect and ±100 for the full control effect; nearly all actives have a fitted effect of over 55% in size
# Target sequence (P14618 whole entry, looked up): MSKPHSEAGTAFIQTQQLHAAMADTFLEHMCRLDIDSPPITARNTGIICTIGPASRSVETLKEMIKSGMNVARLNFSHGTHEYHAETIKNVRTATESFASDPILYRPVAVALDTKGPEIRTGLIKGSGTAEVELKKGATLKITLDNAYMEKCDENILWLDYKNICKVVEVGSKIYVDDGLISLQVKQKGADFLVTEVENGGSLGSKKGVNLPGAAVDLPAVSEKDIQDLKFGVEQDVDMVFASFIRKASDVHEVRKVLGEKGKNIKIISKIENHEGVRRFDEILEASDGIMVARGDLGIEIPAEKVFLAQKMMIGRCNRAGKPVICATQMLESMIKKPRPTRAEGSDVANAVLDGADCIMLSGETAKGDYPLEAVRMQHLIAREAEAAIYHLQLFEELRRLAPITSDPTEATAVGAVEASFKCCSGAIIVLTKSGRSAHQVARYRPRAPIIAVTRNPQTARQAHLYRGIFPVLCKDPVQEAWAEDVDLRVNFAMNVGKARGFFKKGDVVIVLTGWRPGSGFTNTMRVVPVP
#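 Purified hPK-M2 (>95% pure) converted ADP (0.1 mM final) to ATP with 0.5 mM PEP in 50 mM imidazole pH7.2, KCl, MgCl2, Tween 20, BSA; 1 h at room temperature. ATP detected by Kinase-Glo luminescence.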
# Menin-MLL TR inh: menin-MLL binding inhibition, Texas Red mutant peptide | O00255 | Menin + Texas Red MLL mutant peptide, fluorescence polarization | Potency, µM (series often up to 61.6 µM), without a hit: at the highest dose FP activity change, negative = inhibition, hits mostly inhibitors | actives 0.23% (n = 270,000) | AID 1768; active = well fitted inhibition curve with a large enough effect in the polarisation, with a control signal flat, not every such curve was filed as active; inconclusive = small, poorly fitted or top-dose-only effect, or effect the other way, or a change in a side signal; inactive = no such curve, though single readings can be large or run the other way; the % refers to the polarisation; note: potency is the fitted concentration of half-maximal effect; % of control where 0% means no effect; many of its hits are not listed in these tables
# Giardia kill: Giardia lamblia killing; Giardia lamblia trophozoite viability; activity change, % at 7.66 µM, hits read low; actives 0.15% (n = 340,000); in the data active = activity change below about -80%; inconclusive = between about -30% and that limit;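 note: parasites exposed to compound for two days anaerobically before the ATP read; % is set by controls: 0 for no effect and ±100 for the full control effect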
#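 Giardia trophozoites, 100 cells per well, were exposed to compounds for 48 hrs at 37 deg C under anaerobic conditions; viability was then read as ATP content by bioluminescence after 15-30 min at room temperature.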
# Integrin act MD: integrin-mediated muscular dystrophy alleviation activation. actives 0.064% (n = 350,000). Potency, µM (highest dose often 38.3 µM), inactives show at the highest dose activation, actives largely listed as activators. AID 624291. alpha7betagal myoblasts, beta-gal FDG fluorescence, 48 h;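 note: potency is the fitted concentration of half-maximal effect; 100% = response of the positive control SU9516; nearly all actives have a fitted effect of over 60% in size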
#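 alpha7betagal+/- myoblasts (passage 13, 250/well) treated 48 h at 37C with compounds at 1:260 dilution of DMSO stock. Lysed, then beta-galactosidase activity read as FDG fluorescence (ex 480/em 540) after 30 min, with pre-read for autofluorescence.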
# PTAP TSG101 blk: blocks PTAP/TSG101 interaction to inhibit HIV-1 budding | Fluorescence polarization, FITC-PTAP peptide / Tsg101 binding | 340,000 tested, under 10 active | Q99816 | Potency, µM (top dose mostly 115 µM), for inactives: top-dose activity change, negative = inhibition, hits mostly inhibitors; active = well fitted inhibition curve with a large enough effect in the main read-out, with a control signal flat, not every such curve was filed as active; inconclusive = small, poorly fitted or top-dose-only effect, or effect the other way, or a change in a side signal; inactive = no such curve, though single readings can be large or run the other way; note: potency is the fitted concentration of half-maximal effect; % of control where 0% means no effect
#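 Steps: Tsg101 binding domain dispensed (10 uM final), compounds pinned in DMSO, FITC-labeled PTAP-motif peptide added (50 nM final); after 20 min binding at room temperature, polarization measured.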
# Tb PFK block: inhibitors of T. brucei phosphofructokinase | O15648 | T. brucei PFK, ADP-Glo luminescence | Potency, µM (top dose mostly 57.5 µM), inactives show top-dose activity, negative = inhibition, hits mostly inhibitors | actives 0.17% (n = 330,000);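 note: potency is the fitted concentration of half-maximal effect; 0% = uninhibited 1x PFK enzyme wells and -100% = no-enzyme wells; nearly all actives have a fitted effect of over 60% in size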
#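 Luminescent ADP detection (ADP-Glo, two-step: ATP depletion then ADP-to-ATP conversion for luciferase) reported PFK activity after 45 min room-temperature reaction of 1.25 nM enzyme with 0.5 mM F6P and 0.1 mM ATP at pH 8.0.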
# B2AR arrestin: beta2AR (human) beta-arrestin recruitment activity; beta-arrestin recruitment to beta2AR, cell-based reporter; Potency, µM (doses to about 46.1 µM), inactives show top-dose activation, usual class: activators; actives 0.02% (n = 330,000); P07550;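 note: potency is the fitted concentration of half-maximal effect; 0% = DMSO controls and full agonism = EC100 isoproterenol or metaproterenol; nearly all actives have a fitted effect of over 65% in size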
# Coupling enz: coupling enzyme interference in Giardia aldolase counter-screen. activity change, negative = inhibition, % at 58.2 µM, hits read low. actives 0.67% (n = 290,000). AID 2472. coupling enzyme system counterscreen, AmpLite Red fluorescence; in the data active = activity change below about -30%; note: % is set by controls: 0 for no effect and ±100 for the full control effect
#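 Counterscreen lacking aldolase: glyceraldehyde-3-phosphate coupling-enzyme reagent preincubated 10 min at RT with compound (at 57.5 uM final), then substrate/coupling system with AmpLite Red added; fluorescence read at 525/598 nm after 20 min RT.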
# * = called active by the depositor; i = inactive; ? = inconclusive; . = no result given; [ ] = dose if it differs, or a comment. Unless noted, calls come from the whole dose curve; as a rule, active = well fitted curve in the direction sought with a large enough effect; inconclusive = small, poorly fitted or top-dose-only effect, or another doubt; inactive = no such curve, though single readings can be large; an effect the other way counts as inactive or inconclusive. Only part of the results is shown; rates above refer to the full screens.
# Fields: Tb PFK block	BCR signal inh	Integrin act MD	PKM2 activator	PTAP TSG101 blk	Coupling enz	Menin-MLL TR inh	S-ASM inh	Giardia kill	B2AR arrestin	GALK inhibitor
O=C(c1ccc2c(=O)n(Cc3ccccc3Cl)c(=S)[nH]c2c1)N1CCCC1
    4%	7%	-18%	.	-2%	.	.	-1%	-6	-0.2%	-4%
Cc1ccc(C(=O)N/C(=C/c2cccnc2)C(=O)NCc2ccco2)cc1
    -3%	1%	4%	1%	-1%	-3	3%	4%	-16	-0.7%	0%
N=C1SC(CC(=O)Nc2ccc([N+](=O)[O-])cc2)C(=O)N1c1ccccc1 (centres undefined)
    5%	-3%	1%	8%	-3%	0	.	-9%	6	0.3%	-4%
CC(NC(=O)COC(=O)c1ccc2c(=O)n3c(nc2c1)CCCCC3)c1ccccc1 (centres undefined)
    -1%	8%	2%	.	2%	.	.	8%	-6	0.1%	.
O=C(O)CCCCCN1C(=O)C(O)=C(C(=O)/C=C/c2ccccc2)C1c1ccc2c(c1)OCO2 (centres undefined)
    0%	3%	13%	6%	-1%	24	1%	0%	26	-0.1%	-3%
COc1ccc(CNC(=O)COC(=O)c2ccc3c(c2)OCCO3)cc1
    -2%	-4%	2%	-17%	-6%	6	-8%	0%	16	0.3%	3%
Nc1nc(NCCOCCO)nc(Nc2cccc(F)c2)c1[N+](=O)[O-]
    1%	?	-14%	.	-6%	-2	?	-1%	6	-0.1%	.
CCCn1c2c(c(O)c(C(=O)NCCCN(CC)CC)c1=O)CCCC2
    7%	-7%	-59%[inhibitor]	1%	-3%	-1	1%	2%	-8	-0.1%	-4%
CCCOc1ccccc1-c1nc(SCCC(=O)O)n[nH]1
    -17%	?	-7%[7.66 µM]	-1%	-2%	5	16%	1%	-2	0.0%	-4%
CC(C)NC(=O)C1CCN(C2CCN(Cc3nc4ccccc4s3)CC2)CC1
    0%	?	49%	-6%	0%	2	0%	2%	-15	-1.0%	4%
O=C(COc1ccc(Cl)cc1)Nc1ccc(N2CCN(C(=O)c3ccco3)CC2)cc1
    -30%	6%	-29%	-3%	-5%	-1	-7%	-6%	-2	0.2%	-4%
O=C(Nc1ccccn1)C(NS(=O)(=O)c1cccc2nsnc12)c1ccccc1 (centres undefined)
    -2%	8%	18%	-2%	-2%	-2	-6%	1%	-12	-0.2%	1%
CN(C)S(=O)(=O)c1cc(NC(=O)CN2C(=O)NC3(CCCc4ccccc43)C2=O)ccc1Cl (centres undefined)
    0%	?	1%	-19%	-1%	-2	14%	-5%	12	-1.6%	-2%
O=C(OCc1cccc([N+](=O)[O-])c1)c1ccncc1
    -5%	?	44%	2%	-7%	-1	0%	1%	12	1.1%	-3%
O=C(c1cccc(Oc2ccc([N+](=O)[O-])cc2Cl)c1)N1CCCCC1
    4%	-10%	15%	-17%	-6%	1	?	6%	-16	-0.1%	1%
COc1ccc(N2CCN(C(=O)CNC(=O)c3ccco3)CC2)cc1
    1%	0%	?	1%	.	.	.	1%	-7	-0.1%	1%
CC(C)OCCCNc1ncnc2c1[nH]c1ccccc12
    -1%	?	-52%[inhibitor]	1%	-3%	-4	-7%	2%	3	-0.1%	3%
COc1nc(C)cc(C)c1S(=O)(=O)c1ccccc1
    16%	1%	?	.	-5%	-8	-30%	-1%	-13	0.3%	.
COC(=O)c1cc(NS(=O)(=O)c2ccc(N3CCOCC3)c(N)c2)cc(C(=O)OC)c1
    20%	0%	16%	-2%	-2%	1	-4%	5%	31[activator]	-0.2%	0%
CC(C)=C[C@@H]1C[C@H](C)[C@H]2CC[C@H](C)c3c(O)c(O)c(C)c1c32
    -4%	2%	0%	.	.	.	.	-7%	-7	0.1%	.
O=C(CN1C(=O)S/C(=C\C=C\c2ccccc2)C1=O)N1CCCCC1
    0%	?	0%	-7%	-1%	.	.	3%	29	-0.1%	5%
N#Cc1cccc(C(=O)OCc2cccc(S(=O)(=O)N3CCOCC3)c2)c1
    -4%	-5%	-20%	.	-1%	.	.	-2%	-6	-0.4%	.
Cc1ccc(-c2cc(-c3ccc(F)cc3)c(C#N)c(N)n2)o1
    -8%	?	-5%	?	-4%	-2	9%	i	-3	1.5%	.
CC(NC(=O)c1ccco1)C(=O)N(C)Cc1ccc(C(F)(F)F)cc1 (centres undefined)
    1%	-4%	0%	-1%	-1%	1	2%	11%	-18	-0.1%	0%
CC(Oc1ccc(/C=N/NC(=O)Cc2cccc3ccccc23)cc1)C(=O)O (centres undefined)
    -8%	4%	?	-1%	-3%	3	.	-1%	-3	0.4%	4%
COc1ccccc1NS(=O)(=O)c1cccc(C(=O)N/N=C/c2ccc3c(c2)OCCO3)c1
    0%	-3%	18%	-1%	-4%	3	8%	-6%	-19	0.3%	-2%
COc1ccc(CC(=O)Nc2ccc3c(C)cc(=O)oc3c2)cc1OC
    -2%	0%	-17%	-1%	-1%	0	11%	71%[activator]	-11	-4.4%	0%
CCn1c2ccccc2c2cc(CN3CCN(S(=O)(=O)Cc4ccccc4)CC3)ccc21
    2%	1%	-3%	0%	1%	-3	-5%	0%	-30	-0.7%	2%
Cc1cc(NC(=O)CSc2nc3cc4c(cc3c(=O)n2CCc2ccccc2)OCO4)no1
    -3%	?	4%	4%	-6%	0	0%	-1%	6	-0.3%	2%
N#CCC(=O)N/N=C/c1ccc(N2N=C(c3ccccc3)CC2c2ccccc2)cc1 (centres undefined)
    4%	5%	9%	-8%	0%	-5	?	i	-18	0.0%	-1%

# Entries of single compounds from above. Order of values: Tb PFK block, BCR signal inh, Integrin act MD, PKM2 activator, PTAP TSG101 blk, Coupling enz, Menin-MLL TR inh, S-ASM inh, Giardia kill, B2AR arrestin, GALK inhibitor
# Record of O=C(OCc1cccc([N+](=O)[O-])c1)c1ccncc1 : -5%, ?, 44%, 2%, -7%, -1, 0%, 1%, 12, 1.1%, -3%
# Record of COc1nc(C)cc(C)c1S(=O)(=O)c1ccccc1 : 16%, 1%, ?, ., -5%, -8, -30%, -1%, -13, 0.3%, .
# Record of CC(NC(=O)COC(=O)c1ccc2c(=O)n3c(nc2c1)CCCCC3)c1ccccc1 (centres undefined) : -1%, 8%, 2%, ., 2%, ., ., 8%, -6, 0.1%, .

# Going on with the list.
# Fields: Tb PFK block	BCR signal inh	Integrin act MD	PKM2 activator	PTAP TSG101 blk	Coupling enz	Menin-MLL TR inh	S-ASM inh	Giardia kill	B2AR arrestin	GALK inhibitor
O=[N+]([O-])c1ccccc1/C=C/CN1CCC(O)CC1
    -1%	0%	-5%	1%	-1%	0	-4%	2%	10	-1.7%	2%
C=CCNC(=O)c1onc(CSc2cccc(C)c2)c1C(=O)O
    1%	?	-5%	-1%	-12%	0	11%	14%	-6	-0.6%	1%
O=C(O)COc1ccccc1C=NNC(=O)c1ccc(NS(=O)(=O)c2cccs2)cc1
    10%	-9%	0%	.	-2%	.	.	7%	-13	0.1%	.
CN(Cc1ccc2nonc2c1)Cc1nc(CC2CC2)no1
    1%	?	15%	-1%	-4%	3	4%	0%	-1	-0.7%	2%
CCN1CCc2c(sc(NC(=S)NC(=O)c3ccco3)c2C(N)=O)C1
    0%	-10%	20%	-3%	-6%	-11	.	19%	-9	0.0%	-1%
CCOc1ccc(S(=O)(=O)N2CCCCC2)cc1NC(=O)CSCc1c(C)noc1C
    2%	-2%	-17%	.	-3%	.	.	2%	6	-0.2%	.
COc1cc(C(=O)NCC(=O)OCC(=O)c2cccc3ccccc23)cc(OC)c1OC
    3%	-1%	35%	-11%	5%	.	.	-6%	-23	-0.4%	-3%
Cc1cccc(N2CCN(C(=O)c3ccncc3)CC2C)c1 (centres undefined)
    1%	?	-3%	1%	-5%	4	3%	-3%	15	0.2%	-3%
O=C(c1noc2c1CCCC2)N1CCCCC1
    1%	-8%	-3%	5%	-7%	2	?	1%	-8	-0.6%	0%
O=C1N[C@@H](Cc2ccccc2)COC(=O)[C@H](Cc2ccc(F)cc2)C/C=C\C[C@H]1CC(=O)N(CCO)Cc1ccccc1
    2%	?	7%	.	-6%	.	.	-12%	17	-0.2%	.
Cc1onc(-c2ccccc2Cl)c1C(=O)Nc1ccccc1
    -6%	18%	18%	1%	-7%	0	12%	3%	-6	0.2%	-2%
